# ERp5 inh – inhibitors of human ERp5. Q15084. ERp5 insulin aggregation, absorbance 650 nm, 90 min. inhibition, % at 9.99 µM. 350,000 compounds, 0.05% hits. AID 651711;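 active means mean replicate inhibition above about 25%, with every replicate also reaching it, limit read from the data, passing the limit was not always enough; inconclusive means only one of those two criteria met; inactive means neither criterion met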
# Target sequence (Q15084 whole entry, looked up): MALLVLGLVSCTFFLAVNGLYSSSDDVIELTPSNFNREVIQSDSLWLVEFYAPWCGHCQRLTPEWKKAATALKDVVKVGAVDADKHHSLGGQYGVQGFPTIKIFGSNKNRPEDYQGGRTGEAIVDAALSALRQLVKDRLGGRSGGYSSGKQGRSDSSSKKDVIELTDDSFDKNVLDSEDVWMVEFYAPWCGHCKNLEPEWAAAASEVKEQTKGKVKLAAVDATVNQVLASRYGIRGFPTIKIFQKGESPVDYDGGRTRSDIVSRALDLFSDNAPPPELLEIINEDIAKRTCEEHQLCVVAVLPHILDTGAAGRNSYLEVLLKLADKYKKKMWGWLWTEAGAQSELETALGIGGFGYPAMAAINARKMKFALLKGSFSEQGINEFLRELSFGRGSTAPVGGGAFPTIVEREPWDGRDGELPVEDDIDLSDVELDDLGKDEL
# INS-1E GSIS act – primary screen for activators of insulin secretion dependent on glucose, INS-1E cells, GLuc reporter luminescence; 370,000 compounds, 0.61% hits; INS-1E GLuc reporter insulin secretion, 2-3 h; activation, % at 16.6 µM;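 active means lowest replicate activation of at least 40%, so every replicate reaches that level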;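 further: 0% = median of neutral control wells and 100% = median of IBMX positive control wells; some compounds called inactive have numbers as strong as hits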
# PAX8 inh HTS – lowers PAX8-driven luciferase in RMG-I cells; AID 652154; inhibition, % at 12.6 µM; RMG-I TPO-luciferase reporter, SteadyGlo, 24 h; 360,000 compounds, 1.2% hits;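 active means mean replicate inhibition at least 60% with every replicate also reaching 60%; inconclusive means only one of the two criteria is met; inactive means mean below 60% and not all replicates reaching 60%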;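 further: luciferase light reporting Pax8 driven TPO promoter activity; plate controls were median of neutral control wells for no effect and mitoxantrone controls for full effect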
# Xi reactivation – activators of X-chromosome reactivation in mouse fibroblasts; XiGFP mouse fibroblasts, % GFP-positive cells imaging, 3 d; cells co-treated with 5-aza-dC sensitizer; scaled so ellipticine positive control = 100%; activation, % at 7.58 µM; 360,000 compounds, 0.055% hits; AID 743238;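 active means mean normalized replicate activation at least 10% and every replicate at or above 10%; inconclusive means only one of the two criteria met; inactive means mean below 10% and not all replicates reach 10%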;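 further: 0% = median of on-plate neutral control wells and 100% = ellipticine 6 µM median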
#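 Material: XiGFP fibroblasts, SV40-immortalized. Buffer or medium: DMEM plus 5-aza-dC sensitizer. Compound: single concentration per compound, delivered by pin transfer. Times: 3 days compound exposure. Controls: ellipticine 6 µM.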
# ARNT TACC3 PPI – disruptors of human ARNT/TACC3 interaction; AlphaScreen His-ARNT PAS-B/GST-TACC3 binding, luminescence; TACC3 fragment carries E629A point mutation; AID 623870; Q9Y6A5; 390,000 compounds, 0.66% hits; inhibition, % at 9.99 µM;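 active means mean inhibition of replicates at least 50% and at least half of replicates each reaching 50%; inconclusive means half or more replicates reach 50% but mean below 50%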;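 further: 0% = complete ARNT plus TACC3 wells and 100% = ARNT alone without TACC3; many hits fall short of the cut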
# EWS-Fli block – blocks EWS/Fli oncoprotein-driven transcription | AID 651661 | inhibition, % at 12.6 µM | 350,000 compounds, 0.67% hits | A673 NR0B1-luciferase reporter, viability-normalised;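 active means mean inhibition of at least 50% after viability correction, with every replicate also passing that limit; inconclusive means mean reaches 50% but only one of two replicates passes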;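 further: firefly luciferase signal divided by Alamar Blue viability fluorescence both relative to DMSO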
# CFTR F508del cor – CFTR F508del correction in bronchial cells; activity (quench increase), % at 7.58 µM; 350,000 compounds, 0.36% hits; CFBE cells, YFP halide quenching; stimulated with forskolin plus potentiator P3; % fluorescence drop versus neutral controls;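 active means mean added fluorescence quench of at least 8% versus neutral control, with both replicates also reaching 8%; inconclusive means only one of the mean or replicate conditions met; inactive means mean below 8% and not both replicates reaching 8%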;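 further: cells transiently co-express mutant CFTR-F508del with the halide-sensitive YFP; corrector assay measuring rescue of mutant channel to the surface after 24 h compound exposure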
# DENV2 CPE – DENV2-induced cell death inhibition | CPE inhibition, % at 9.99 µM | 350,000 compounds, 1.7% hits | DENV2-infected cells, cytopathic effect rescue, plate reader; in the data active means CPE inhibition above about 20%, passing the limit was not always enough; inconclusive means no clear call, values can overlap the other calls; tested in BHK-21 cells;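 further: 0% = median of neutral control wells and 100% = median of positive control wells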
# An asterisk follows results filed as active; ? = inconclusive; / = no result given. Compounds were not picked by outcome. Share with any hit: about 4.2%.
SMILES,ERp5 inh,INS-1E GSIS act,PAX8 inh HTS,Xi reactivation,ARNT TACC3 PPI,EWS-Fli block,CFTR F508del cor,DENV2 CPE
CO[C@H]1CN(C)C(=O)c2ccc(NC(C)=O)cc2OC[C@@H](C)N(Cc2ccncc2)C[C@@H]1C,1,2,/,0.1,5,0,0.7,18
Cc1nn(C)cc1NC(=O)C[C@H]1CC[C@@H]2[C@@H](COc3ccc(NC(=O)C4CCOCC4)cc3C(=O)N2C)O1,-3,4,-13,0.1,-11,1,/,-2
COc1ccc(C(=O)O)cc1S(=O)(=O)Nc1cc(C(F)(F)F)ccc1N1CCCCC1,0,13,-30,0.0,/,-3,-1.4,0
CCCNc1c(N)c(=O)oc2ccccc12,-5,27,/,/,14,8,-4.7,/
CCCCNC(=O)[C@]1(C)CCC[C@@]2(C)C3CC[C@@]4(C)C[C@]3(CCC21)CC4=O (stereo partly drawn),0,-41,-6,0.0,-5,5,0.9,7
O=C(/C=C/c1cccc(Cl)c1)Nn1c(-c2cccs2)nc2ccccc2c1=O,0,-2,-2,0.4,3,-17,-1.4,3
N#Cc1ccc(NC(=S)NCCN2CCOCC2)cc1,1,4,-10,-0.1,2,4,-2.7,-3
CC(C)(C)N(Cc1ccccc1)C(=O)COc1cccnc1[N+](=O)[O-],-6,-7,22,0.2,-6,-3,1.3,10
COC(=O)C1CCN(S(=O)(=O)c2c(C)n(C)c(=O)n(C)c2=O)CC1,8,/,-15,-0.2,-6,6,-0.9,?
CCOC(=O)c1ccc(NC(=O)N2CCN(C(=O)c3ccco3)CC2)cc1,-9,-4,-21,0.0,/,2,-1.4,-1
C[C@H]1COC(=O)[C@@H](Cc2ccc(F)cc2)C/C=C\C[C@@H](CC(=O)NCCO)C(=O)N1,-1,13,7,0.0,-5,-19,0.2,7
Cc1ccc(NC(=O)CSc2n[nH]c(-c3ccco3)n2)c(C)c1,2,-6,-13,0.0,-3,0,2.6,5
Cc1cc2c(cc1C)NC(C)CC(=O)N2 (stereo not drawn),?,-4,13,0.0,2,-7,-1.0,-4
CC(C)C#Cc1ccc2c(c1)O[C@@H](CN(C)C(=O)Nc1ccccc1)[C@H](C)CN([C@H](C)CO)S2(=O)=O,-6,-32,16,0.1,14,9,4.0,-2
O=C1CSC(c2cccnc2)N1Cc1ccc(Cl)cc1Cl (stereo not drawn),1,30,-3,?,-5,3,-0.1,3
COc1ccc(N2CCN(C(=O)COC(=O)CCc3ccccc3)CC2)cc1,-5,/,77*,0.4,4,-3,1.7,-5
CCC(=O)N1N=C(c2cccs2)CC1c1ccco1 (stereo not drawn),-6,4,-10,0.1,21,-4,1.3,-11
CN1c2ccc(-c3cccc(F)c3)cc2[C@H]2[C@H](CCN2C(=O)C2CCCC2)[C@H]1CO,-2,-22,8,0.1,8,-1,2.4,7
Cn1cc([C@]2(O)C(=O)Nc3ccc(F)cc32)c2ccccc21,0,/,30,0.0,/,-2,-2.6,?
O=C(CCNC(=O)c1ccc(Br)cc1)NNC(=O)C1COc2ccccc2O1 (stereo not drawn),2,-17,1,0.0,-19,-2,1.4,5
COc1ccc(S(=O)(=O)N[C@@H]2CC[C@@H](CC(=O)N3CCC(Cc4ccccc4)CC3)O[C@@H]2CO)cc1,4,-18,/,0.4,-3,/,0.9,-1
CC(=O)Nc1cc(-c2ccc(N3CCN(C)CC3)cc2)cn2c(-c3cccc(C(C)=O)c3)cnc12,3,/,-27,0.0,/,-8,0.8,-2
Cc1ccc(C(=O)NCC(=O)Nc2ccccc2C(F)(F)F)cc1,3,-5,10,0.1,-8,8,0.7,-10
COc1ccc(-c2nc3ccc(C)cc3c(=O)o2)cc1OC,3,-2,3,0.0,1,-9,-2.0,2
CC1(C)C2CCC1(C)C(OC(=O)C[n+]1ccccc1)C2 (stereo not drawn),?,6,6,-0.1,-1,8,-0.8,1

# Entries of single compounds as entered above. Values in the order: ERp5 inh	INS-1E GSIS act	PAX8 inh HTS	Xi reactivation	ARNT TACC3 PPI	EWS-Fli block	CFTR F508del cor	DENV2 CPE
# CCC(=O)N1N=C(c2cccs2)CC1c1ccco1 (stereo not drawn) in the list: -6	4	-10	0.1	21	-4	1.3	-11
# Cc1ccc(NC(=O)CSc2n[nH]c(-c3ccco3)n2)c(C)c1 in the list: 2	-6	-13	0.0	-3	0	2.6	5
# CC(C)(C)N(Cc1ccccc1)C(=O)COc1cccnc1[N+](=O)[O-] in the list: -6	-7	22	0.2	-6	-3	1.3	10
# CC(=O)Nc1cc(-c2ccc(N3CCN(C)CC3)cc2)cn2c(-c3cccc(C(C)=O)c3)cnc12 in the list: 3	/	-27	0.0	/	-8	0.8	-2
# CC(C)C#Cc1ccc2c(c1)O[C@@H](CN(C)C(=O)Nc1ccccc1)[C@H](C)CN([C@H](C)CO)S2(=O)=O in the list: -6	-32	16	0.1	14	9	4.0	-2

# A second format for some results above:
O=C1CSC(c2cccnc2)N1Cc1ccc(Cl)cc1Cl (stereo not drawn)
  ERp5 inh = 1
  INS-1E GSIS act = 30
  PAX8 inh HTS = -3
  Xi reactivation = ?
  ARNT TACC3 PPI = -5
  EWS-Fli block = 3
  CFTR F508del cor = -0.1
  DENV2 CPE = 3
COc1ccc(N2CCN(C(=O)COC(=O)CCc3ccccc3)CC2)cc1
  ERp5 inh = -5
  INS-1E GSIS act = /
  PAX8 inh HTS = 77*
  Xi reactivation = 0.4
  ARNT TACC3 PPI = 4
  EWS-Fli block = -3
  CFTR F508del cor = 1.7
  DENV2 CPE = -5
CCC(=O)N1N=C(c2cccs2)CC1c1ccco1 (stereo not drawn)
  ERp5 inh = -6
  INS-1E GSIS act = 4
  PAX8 inh HTS = -10
  Xi reactivation = 0.1
  ARNT TACC3 PPI = 21
  EWS-Fli block = -4
  CFTR F508del cor = 1.3
  DENV2 CPE = -11
CN1c2ccc(-c3cccc(F)c3)cc2[C@H]2[C@H](CCN2C(=O)C2CCCC2)[C@H]1CO
  ERp5 inh = -2
  INS-1E GSIS act = -22
  PAX8 inh HTS = 8
  Xi reactivation = 0.1
  ARNT TACC3 PPI = 8
  EWS-Fli block = -1
  CFTR F508del cor = 2.4
  DENV2 CPE = 7

# (list continues)
SMILES,ERp5 inh,INS-1E GSIS act,PAX8 inh HTS,Xi reactivation,ARNT TACC3 PPI,EWS-Fli block,CFTR F508del cor,DENV2 CPE
C[C@@H]1CCCCO[C@@H](CN(C)S(=O)(=O)c2cn(C)cn2)[C@H](C)CN([C@H](C)CO)C(=O)c2cc(NC(=O)Nc3cccc4ccccc34)ccc2O1,-3,-8,11,0.1,12,12,-2.9,0
O=C1Nc2ccccc2C1=Nc1cccc(Cl)c1,0,16,-1,0.1,-13,38,0.4,-2
Cc1noc(C)c1NC(=O)N(C)C[C@@H]1Oc2ccc(NC(=O)Nc3ccc4c(c3)OCO4)cc2CC(=O)N([C@@H](C)CO)C[C@H]1C,2,15,-22,-0.9,/,-3,-2.2,-7
O=C(c1ccc([N+](=O)[O-])s1)N1CCCc2ccccc21,2,-14,3,0.0,-26,11,-0.3,2
O=C(c1ccccc1F)N1CC2(C1)[C@H](c1ccccc1)[C@H](CO)N2CC1CCOCC1,-3,-7,/,0.0,/,2,-0.7,8
N#Cc1cc2nc(O)c(O)nc2cc1[N+](=O)[O-],1,-10,-14,-0.1,3,-7,5.5,?
Cc1cc(C)cc(C(=O)Oc2cc(C)[nH]c(=O)c2[N+](=O)[O-])c1,-6,-4,-5,-0.1,-3,-8,0.5,3
CC(C)OC(=O)CSc1nnc2c3ccccc3n(C)c2n1,-10,35,-4,0.0,/,-2,-6.1,4
Cc1cc(C)n(/N=C/c2ccccc2O)c(=O)c1,1,-1,4,0.0,-2,-7,0.1,5
CO[C@H]1CN(C)C(=O)c2cc(NS(=O)(=O)c3ccccc3C)ccc2OC[C@H](C)N(C)C[C@H]1C,0,1,-3,0.1,-5,36,-1.1,12
CCCCC(=O)Nc1c2c(nn1-c1cccc(C)c1C)CS(=O)(=O)C2,3,/,21,0.0,9,4,1.6,5
O=C(Nc1ccc(NC(=O)c2ccc3c(c2)OCCO3)cc1)c1ccccc1,-1,-8,15,0.0,-16,-4,0.5,6
C[C@@H]1CCCCO[C@@H](CN(C)Cc2ccccc2)[C@@H](C)CN([C@H](C)CO)C(=O)c2cc(NC(=O)CCCN(C)C)ccc2O1,6,/,-8,/,2,-4,-1.6,0
Cc1nn(Cc2cccc(C(N)=O)c2)c(C)c1Br,-6,/,-4,0.1,-4,3,-0.2,-6
CC(C)CN1CCN(Cc2ccc(C#CC(C)(C)O)cc2)CC1CCO (stereo not drawn),7,/,10,0.0,0,-11,-1.7,0
O=C(NC1CCCCCC1)C1CCCN1S(=O)(=O)c1cccc2cccnc12 (stereo not drawn),2,8,14,0.2,-5,0,0.2,2
S=C(NCc1ccccn1)NN=Cc1ccccn1,2,/,-10,0.4,58*,-23,5.4,3
Cc1ccc(NC(=O)CCCCCC2NC(=O)NC2C)cc1 (stereo not drawn),1,17,/,/,-1,-2,-2.2,-4
O=C(CCc1c[nH]c2ccccc12)Nc1ccc(S(=O)(=O)Nc2ncccn2)cc1,6,-13,-11,-0.1,5,-15,-0.5,3
O=C(Nc1ccccc1C(=O)N1CCOCC1)c1cc2ccccc2o1,-3,-2,-38,0.0,0,13,-11,2
C/C(=N\N=C(/N)SC1CC(=O)N(c2ccc(Cl)c(Cl)c2)C1=O)c1cccs1 (stereo not drawn),-6,-47,/,/,-4,9,-0.4,-1
NC1=NC(c2ccc(Cl)cc2)C(C(=O)c2ccccc2)N1 (stereo not drawn),-5,/,13,0.0,-2,14,0.4,5
Cn1ccc(NC(=O)c2ccc(Cl)cc2Cl)n1,0,7,-177,0.1,/,-70,1.2,-3

# From PubChem
